Screens from PubChem BioAssay.
MITF inh: human MITF inhibition, primary screen; O75030; AlphaScreen MITF homodimerization, bead proximity signal; inhibition, % at 2.6 µM; 650,000 tested, 0.91% active; AID 1259374; in the data active means inhibition above about 50%;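 further: 0% = vehicle wells with protein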
GPR151 ag: activators of human GPR151; Q8TDV0; PathHunter beta-arrestin GPR151 cells, luminescence; activation, % at 11.2 µM; 650,000 tested, 1% active; in the data active means activation above about 4.9%;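 further: 0% = median of compound wells and 100% = cells with positive control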
TEAD-YAP block: TEAD-YAP interaction inhibition. 640,000 tested, 1.4% active. inhibition, % at 9.12 µM. HEK-TIYL cells, TEAD-Gal4/YAP UAS-luciferase luminescence. AID 1259422; in the data active means inhibition above about 32%;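 further: 0% = median of test compound wells and 100% = reference inhibitor wells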
FBW7 act: activators of human E3 ligase FBW7 | Q969H0 | AlphaScreen FBW7–phospho-cyclin E peptide binding, activator screen | normalized activity (activation), % at 26.1 µM | 650,000 tested, 0.13% active; in the data active means normalized activity above about 1.9%;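 further: purified mutant Fbw7 with reduced substrate affinity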
Target sequence (Q969H0 whole entry, looked up): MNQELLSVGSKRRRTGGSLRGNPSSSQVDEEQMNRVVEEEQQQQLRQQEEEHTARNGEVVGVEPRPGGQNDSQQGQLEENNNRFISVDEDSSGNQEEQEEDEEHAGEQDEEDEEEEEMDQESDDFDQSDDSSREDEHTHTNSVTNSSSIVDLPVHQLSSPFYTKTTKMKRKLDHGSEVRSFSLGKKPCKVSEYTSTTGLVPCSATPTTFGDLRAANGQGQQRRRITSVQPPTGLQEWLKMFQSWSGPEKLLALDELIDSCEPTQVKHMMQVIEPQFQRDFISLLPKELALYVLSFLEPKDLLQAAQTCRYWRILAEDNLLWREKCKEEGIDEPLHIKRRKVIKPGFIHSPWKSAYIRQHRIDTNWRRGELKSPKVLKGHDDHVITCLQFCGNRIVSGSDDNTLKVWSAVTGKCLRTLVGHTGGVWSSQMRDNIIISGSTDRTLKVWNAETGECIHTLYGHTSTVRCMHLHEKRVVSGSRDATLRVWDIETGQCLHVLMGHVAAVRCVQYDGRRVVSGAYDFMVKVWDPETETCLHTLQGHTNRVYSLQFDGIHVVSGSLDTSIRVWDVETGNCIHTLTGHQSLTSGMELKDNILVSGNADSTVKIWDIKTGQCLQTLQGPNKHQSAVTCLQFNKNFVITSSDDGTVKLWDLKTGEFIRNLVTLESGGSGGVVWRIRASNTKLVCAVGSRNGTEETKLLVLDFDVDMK
Numbers without * were called inactive.

Screening COC(=O)C(C)n1c(=O)c2c(nc3n(-c4ccccc4)c(C)c(C)n23)n(C)c1=O (centres undefined) returned MITF inh -19.3, GPR151 ag 2.5, TEAD-YAP block 10.7 and FBW7 act 0.2.
Screening CC(C)NC(=O)c1cccc(S(=O)(=O)N(C)C)c1 returned MITF inh 25.0, GPR151 ag -2.0, TEAD-YAP block 3.7 and FBW7 act 0.1.
`O=C(COc1ccccc1[N+](=O)[O-])Nc1cccc(-c2nc3ncccc3o2)c1` gave MITF inh -11.6, GPR151 ag -1.1, TEAD-YAP block 5.5 and FBW7 act 0.0.
`Cc1ccc2[nH]c(=O)c3cc(C(=O)N4CCCC4)sc3c2c1` gave MITF inh 13.1, GPR151 ag 1.7, TEAD-YAP block -5.6 and FBW7 act 0.1.
C=CCOc1ccccc1CN1CCc2nnc(CCNC(=O)c3ccoc3)n2CC1 was read as MITF inh 16.2, GPR151 ag -0.4, TEAD-YAP block 7.2 and FBW7 act 0.1.
Screening Cc1cccc(NC(=O)CSc2nc(-c3ccccc3)cc(-c3ccccc3)c2C#N)c1 returned MITF inh 7.2, GPR151 ag 0.0, TEAD-YAP block -12.7 and FBW7 act 0.1.
`CCCOC(=O)c1ccc(NC(=O)C(C)C)cc1` gave MITF inh -7.3, GPR151 ag -0.8, TEAD-YAP block -52.5 and FBW7 act 0.1.
COc1ccc(NC(=O)CSc2nnc(C3CCCCC3)o2)c(OC)c1 was read as MITF inh -0.8, GPR151 ag 0.8, TEAD-YAP block -1.4 and FBW7 act 0.1.
`COc1ccc(N2CCN(c3nc(Cl)nc(Nc4ccc(OC)c(Cl)c4)n3)CC2)cc1` gave MITF inh 14.6, GPR151 ag -1.6, TEAD-YAP block -4.4 and FBW7 act 0.0.
For CCOC(=O)c1cnn(-c2nc(C)nc3sc4c(c23)CCC4)c1N the results were MITF inh -5.5, GPR151 ag 1.5, TEAD-YAP block 7.7 and FBW7 act 0.1.
`CCCCCCN1C(=O)C(=O)/C(=C(\O)c2ccc(C)cc2)C1c1ccc(O)c(OC)c1` (centres undefined) gave MITF inh -1.4, GPR151 ag 1.1, TEAD-YAP block 1.4 and FBW7 act -0.1.
Screening O=C(CCc1nc(-c2ccccc2F)no1)N1CCN(c2ccc(Cl)cc2)CC1 returned MITF inh 0.8, GPR151 ag -1.2, TEAD-YAP block 13.1 and FBW7 act -0.2.

Structures shown so far that have sulfur:
Screening CC(C)NC(=O)c1cccc(S(=O)(=O)N(C)C)c1 returned MITF inh 25.0, GPR151 ag -2.0, TEAD-YAP block 3.7 and FBW7 act 0.1.
`Cc1ccc2[nH]c(=O)c3cc(C(=O)N4CCCC4)sc3c2c1` gave MITF inh 13.1, GPR151 ag 1.7, TEAD-YAP block -5.6 and FBW7 act 0.1.
Screening Cc1cccc(NC(=O)CSc2nc(-c3ccccc3)cc(-c3ccccc3)c2C#N)c1 returned MITF inh 7.2, GPR151 ag 0.0, TEAD-YAP block -12.7 and FBW7 act 0.1.
COc1ccc(NC(=O)CSc2nnc(C3CCCCC3)o2)c(OC)c1 was read as MITF inh -0.8, GPR151 ag 0.8, TEAD-YAP block -1.4 and FBW7 act 0.1.
For CCOC(=O)c1cnn(-c2nc(C)nc3sc4c(c23)CCC4)c1N the results were MITF inh -5.5, GPR151 ag 1.5, TEAD-YAP block 7.7 and FBW7 act 0.1.

The results go on:
Screening CN(C)c1ccc(/C=C/CN2CCc3nnc(CCNC(=O)c4ccoc4)n3CC2)cc1 returned MITF inh 13.4, GPR151 ag -0.4, TEAD-YAP block -1.4 and FBW7 act 0.0.
`Cc1cccc(C(=O)Nc2ccccc2C(=O)Nc2ccccc2)c1` gave MITF inh 1.9, GPR151 ag 0.1, TEAD-YAP block 4.5 and FBW7 act 0.0.
`CCOC(=O)C1=C(C)N=c2s/c(=C\c3ccc(-c4ccc(Cl)c(C(=O)O)c4)o3)c(=O)n2C1c1ccccc1` (centres undefined) gave MITF inh 9.2, GPR151 ag -1.0, TEAD-YAP block -12.1 and FBW7 act 0.3.
For C=CCNC(=O)CCN1C(=O)c2ccccc2C1=O the results were MITF inh -6.2, GPR151 ag 5.6*, TEAD-YAP block -3.5 and FBW7 act -0.1.
`COc1ccccc1N=c1oc2ccccc2cc1C(=O)Nc1ccc(Cl)cc1Cl` gave MITF inh -1.5, GPR151 ag 1.5, TEAD-YAP block 4.3 and FBW7 act 0.1.
`CS(=O)(=O)c1ncn(-c2ccccc2)n1` gave MITF inh 6.0, GPR151 ag -0.3, TEAD-YAP block 4.5 and FBW7 act 0.0.
Screening O=C(Cc1ccccc1Cl)Nc1nncs1 returned MITF inh -14.1, GPR151 ag 0.4, TEAD-YAP block -3.7 and FBW7 act 0.1.
O=C1NC(=O)c2cc(S(=O)(=O)NCCO)cc3cccc1c23 was read as MITF inh 5.8, GPR151 ag 0.1, TEAD-YAP block -5.6 and FBW7 act 0.0.
`O=S(=O)(NCc1ccco1)c1ccc2[nH]c3c(c2c1)CCCC3` gave MITF inh 3.4, GPR151 ag 0.3, TEAD-YAP block -8.4 and FBW7 act -0.3.
`COCCNS(=O)(=O)c1ccc2c3c(cccc13)C(=O)N2C` gave MITF inh -13.7, GPR151 ag -0.6, TEAD-YAP block -8.4 and FBW7 act 0.2.
For O=C(Nc1ccc(Cl)c(Cl)c1)N1CCCCC1 the results were MITF inh 3.7, GPR151 ag 3.3, TEAD-YAP block -26.6 and FBW7 act -0.1.
`CC1=CC2=NC(=O)/C(=C\c3cccn3CCOc3cc(C)cc(C)c3)C(=N)N2O1` gave MITF inh 8.2, GPR151 ag -0.4, TEAD-YAP block 20.5 and FBW7 act 0.0.
`O=C1NCCN1Cc1ccccc1Cl` gave MITF inh 2.8, GPR151 ag 1.3, TEAD-YAP block -8.4 and FBW7 act 0.0.
For O=C(NCCCN1CCCC1=O)c1csc(NC2CCN(Cc3ccccc3)CC2)n1 the results were MITF inh -8.7, GPR151 ag 0.4, TEAD-YAP block 10.3 and FBW7 act -0.1.
COc1ccc(NC(=O)C2CC23CCN(C/C=C/c2ccco2)CC3)cc1Cl (centres undefined) was read as MITF inh -11.2, GPR151 ag 1.6, TEAD-YAP block -1.8 and FBW7 act -0.1.
`Cc1cc2nc(-c3ccc(C)c(NC(=O)c4cccs4)c3)oc2cc1C` gave MITF inh 8.3, GPR151 ag -0.6, TEAD-YAP block 4.3 and FBW7 act 0.1.
`Cn1cc(Cl)c(/C(N)=N/OC(=O)c2ccccc2C(F)(F)F)n1` gave MITF inh 0.9, GPR151 ag -1.4, TEAD-YAP block -29.6 and FBW7 act 0.2.
CCOC(=O)CC(NS(=O)(=O)c1ccc(OCC)c2ccccc12)c1ccc(C)cc1 (centres undefined) was read as MITF inh -6.4, GPR151 ag -0.6, TEAD-YAP block 3.7 and FBW7 act 0.0.
Screening COc1cccc(NC(=O)C2Sc3nnc(C)n3NC2c2ccc(OC)c(Cl)c2)c1 (centres undefined) returned MITF inh 5.5, GPR151 ag -0.7, TEAD-YAP block 1.2 and FBW7 act 0.0.
CCCN1C2=C(C(=O)CCC2)C(c2ccc(O)c(Br)c2)C2=C1CCCC2=O was read as MITF inh -0.1, GPR151 ag 0.7, TEAD-YAP block -1.9 and FBW7 act 0.1.
For O=C(CCc1ccccc1)Nc1nnc(COc2ccccc2)o1 the results were MITF inh 8.6, GPR151 ag -1.3, TEAD-YAP block -4.0 and FBW7 act 0.0.
Screening C=CCNC(=O)c1ccc2c(=O)n(CCCCC)c(=O)[nH]c2c1 returned MITF inh -0.1, GPR151 ag -0.5, TEAD-YAP block 4.0 and FBW7 act 0.0.
Screening CCN1CCCC1CNC(=O)c1ccc2c(c1)NC(=O)c1ccccc1S2 (centres undefined) returned MITF inh 1.0, GPR151 ag 0.8, TEAD-YAP block -2.8 and FBW7 act -0.1.
O=C(CSc1nc2ccccc2c(=O)n1CC1COc2ccccc2O1)Nc1ccccc1C(F)(F)F (centres undefined) was read as MITF inh 9.2, GPR151 ag 0.8, TEAD-YAP block 10.8 and FBW7 act 0.6.
Screening Cc1cc2cc(CNC(=O)Cc3ccccc3)ccc2[nH]1 returned MITF inh 4.2, GPR151 ag -3.6, TEAD-YAP block -0.8 and FBW7 act -0.2.
`Cc1ccsc1/C=N/NC(=O)COc1ccc2c(c1)OCO2` gave MITF inh 26.8, GPR151 ag -1.9, TEAD-YAP block -23.5 and FBW7 act 0.6.
CCOC(=O)Nc1ccc2c(c1)N(C(=O)NC)c1ccccc1CC2 was read as MITF inh 18.0, GPR151 ag -1.0, TEAD-YAP block -14.9 and FBW7 act 0.2.
CCOC(=O)C1=C(C)NC2=C(C(=O)CC(C)(C)C2)C1c1ccc(Cl)cc1Cl (centres undefined) was read as MITF inh 3.2, GPR151 ag -2.0, TEAD-YAP block -1.4 and FBW7 act 0.2.
Screening Cc1cc(C)c(-c2nnc(NC(=O)CCCl)s2)c(C)c1 returned MITF inh 1.6, GPR151 ag -1.5, TEAD-YAP block -5.4 and FBW7 act -0.1.
`CCN(CC)C(=O)[C@@H]1C[C@@H](NCc2ccc(C(=O)OC)cc2)CN1C1Cc2ccccc2C1` gave MITF inh 8.5, GPR151 ag -0.2, TEAD-YAP block 3.9 and FBW7 act 0.8.
CC[C@H](Cn1nc(-c2cccs2)ccc1=O)NC(=O)c1ccc(OC2CSC2)cc1 was read as MITF inh 8.4, GPR151 ag 0.2, TEAD-YAP block 2.5 and FBW7 act -0.1.
`CCN(CC)S(=O)(=O)c1cc(C(=O)Oc2ccc(C)cc2-n2nc3ccccc3n2)ccc1Br` gave MITF inh 2.6, GPR151 ag -4.2, TEAD-YAP block -35.9 and FBW7 act 0.1.
`Cc1cc(NCCCN2CCCC2=O)nc(NCCCN2CCCC2=O)n1` gave MITF inh 6.4, GPR151 ag 0.5, TEAD-YAP block 0.3 and FBW7 act 0.0.
CCCCSc1nnc2c(n1)OC1(CCCCC1)Nc1ccccc1-2 was read as MITF inh 3.0, GPR151 ag 0.6, TEAD-YAP block -31.9 and FBW7 act -0.1.
Cc1nc2c(-c3ccccc3)c(C)nn2c(C)c1CC(=O)NCc1ccc(Cl)cc1 was read as MITF inh -3.7, GPR151 ag -0.5, TEAD-YAP block -6.1 and FBW7 act 0.0.
`Clc1ccccc1Nc1nnc(-c2ccncc2)s1` gave MITF inh 4.5, GPR151 ag -6.4, TEAD-YAP block 30.5 and FBW7 act -0.2.
Screening O=C(/C=C/c1cccs1)OCC(=O)N1CCCC1 returned MITF inh 8.3, GPR151 ag -0.3, TEAD-YAP block 9.3 and FBW7 act -0.1.
For CN(C)CCN(C)c1nc(C2COc3ccc(C(N)=O)cc3C2)nc2ccc(-c3cn[nH]c3)cc12 (centres undefined) the results were MITF inh 46.1, GPR151 ag -1.0, TEAD-YAP block -2.0 and FBW7 act 1.2.
O=C(CN1C(=O)[C@H]2CCCN2C(=O)c2ccccc21)NC(c1ccccc1)c1ccccc1 was read as MITF inh -3.7, GPR151 ag 1.2, TEAD-YAP block 8.9 and FBW7 act 0.1.
`Cc1nnc(SCc2cccc([N+](=O)[O-])c2)c2cc3occc3n12` gave MITF inh 3.7, GPR151 ag 1.0, TEAD-YAP block -23.2 and FBW7 act -0.1.
For CCCCSCCCNC(=O)CN1C(=O)/C(=C\c2ccccc2F)Oc2ccccc21 the results were MITF inh -4.8, GPR151 ag 0.3, TEAD-YAP block -3.8 and FBW7 act -0.2.
Screening Cc1cccc(Oc2nc3ccccn3c(=O)c2/C=C(\C#N)C(=O)NCc2ccccc2)c1 returned MITF inh 4.1, GPR151 ag -4.8, TEAD-YAP block 28.2 and FBW7 act 0.0.
Screening CC(NS(=O)(=O)Cc1ccccc1)C(=O)O (centres undefined) returned MITF inh -4.2, GPR151 ag 1.0, TEAD-YAP block 7.4 and FBW7 act 0.0.
Screening Cc1ccc(C2C(=O)N(C3CCCC(C)C3C)CC(=O)N2Cc2cccs2)cc1 (centres undefined) returned MITF inh 9.6, GPR151 ag -1.6, TEAD-YAP block -12.5 and FBW7 act 0.2.
Screening COC(=O)CCC(=O)N1CCCC(CO)(Cc2ccccc2C)C1 (centres undefined) returned MITF inh -13.7, GPR151 ag -1.9, TEAD-YAP block -11.8 and FBW7 act 0.1.
For COc1cccc(-c2ocnc2C(=O)N2CCN(C)CC2)c1 the results were MITF inh -12.4, GPR151 ag 0.3, TEAD-YAP block 2.7 and FBW7 act -0.1.
CCOC(=O)C1(CCCc2ccccc2)CCN(C(=O)CC2CN(C)CCN2C)CC1 (centres undefined) was read as MITF inh -1.6, GPR151 ag 0.3, TEAD-YAP block -7.3 and FBW7 act -0.1.
Screening Cc1cccc(NC2CC(=O)N(c3ccc(F)cc3)C2=O)c1 (centres undefined) returned MITF inh 5.4, GPR151 ag -0.5, TEAD-YAP block -3.4 and FBW7 act 0.0.
For O=C(O)C1=C(OCc2ccc([N+](=O)[O-])cc2)C(=O)NCC1 the results were MITF inh 6.9, GPR151 ag 1.1, TEAD-YAP block -3.5 and FBW7 act -0.1.
Screening COCCN(C)C(=O)CN1Cc2cc(C)ccc2OC(c2ccsc2)C1 (centres undefined) returned MITF inh 16.2, GPR151 ag -0.5, TEAD-YAP block 0.9 and FBW7 act 0.0.
For CCC(=O)C1=C(c2ccc(F)cc2)N(C(=O)CC)n2cnnc2S1 the results were MITF inh -2.5, GPR151 ag -1.0, TEAD-YAP block 17.8 and FBW7 act -0.1.
Screening COc1cccc(CN2CCN(CC(C)C)C(CCO)C2)c1O (centres undefined) returned MITF inh 0.9, GPR151 ag 0.7, TEAD-YAP block 5.7 and FBW7 act 0.0.
Screening Cc1cc(C)nc(N(C)c2ccc(OC(C)C)cc2)n1 returned MITF inh -19.6, GPR151 ag 0.2, TEAD-YAP block -6.0 and FBW7 act -0.1.
